JMJD2E inh: blocks human JMJD2E demethylase activity; B2RXH2; Potency, µM (highest dose often 57.1 µM), inactives show at the top dose activity change, negative = inhibition, actives largely listed as inhibitors; hit rate 1.6% among 230,000; JMJD2E catalytic domain, FDH-coupled NADH fluorescence (FDH is formaldehyde dehydrogenase); active = well fitted inhibition curve with a large enough effect, not every such curve was filed as active; inconclusive = small, poorly fitted or top-dose-only effect, or another doubt; inactive = no such curve, though single readings can be large or run the other way;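 note: 0% = wells with enzyme and -100% = buffer wells without enzyme; nearly all actives have a fitted effect of over 50% in size; many of its hits are not listed in these tables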
Target sequence (B2RXH2 1-337 limits assumed): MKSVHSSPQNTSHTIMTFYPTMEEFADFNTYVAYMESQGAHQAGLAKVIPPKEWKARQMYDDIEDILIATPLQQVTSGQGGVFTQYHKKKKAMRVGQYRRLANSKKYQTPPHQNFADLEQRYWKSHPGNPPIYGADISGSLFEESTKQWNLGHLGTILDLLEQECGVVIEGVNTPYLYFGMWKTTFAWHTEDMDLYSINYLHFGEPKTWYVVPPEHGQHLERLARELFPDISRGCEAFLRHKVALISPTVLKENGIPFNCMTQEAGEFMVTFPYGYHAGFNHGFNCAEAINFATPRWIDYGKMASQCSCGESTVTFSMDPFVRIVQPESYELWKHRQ
L3MBTL1 block: blocks human L3MBTL1 | Q9Y468 | AlphaScreen L3MBTL1–H3K9me1 peptide binding | Potency, µM (top dose mostly 57.1 µM), for the others: top-dose activity, negative = inhibition, actives largely listed as inhibitors | hit rate 0.66% among 230,000; note: % is set by controls: 0 for no effect and ±100 for the full control effect; nearly all actives have a fitted effect of over 60% in size
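L3MBTL1 (50 nM) pre-complexed 30 min with biotinylated H3(1-15)K9me1 peptide (75 nM), then compounds added for 30 min at room temperature; AlphaScreen streptavidin donor/nickel chelate acceptor beads (10 ug/mL final) read after 30 min dark incubation.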
SMN2 splice up: enhancers of SMN2 splice variant expression. HEK293 SMN2-luciferase splicing reporter, luminescence, 30-36 h. Potency, µM (series often up to 46.1 µM), without a hit: at the top dose activity change, positive = activation, hits mostly activators. hit rate 2.8% among 210,000. AID 1458; note: % of control where 0% means no effect; nearly all actives have a fitted effect of over 55% in size
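qHTS luciferase splicing reporter: luminescence rises when SMN2 exon 7 is included in transfected HEK293 cells. Compound exposure lasted 30-36 h at 37C, with 4.5 mM final sodium butyrate as control, followed by a ONE-Glo read.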
Luc counter: Kinase-Glo luciferase inhibition (counter-screen) | Q27757 | Kinase-Glo luciferase, ATP luminescence, 8 min | Potency, µM (series often up to 38.3 µM), inactives show at the top dose activity change, negative = inhibition, most hits filed as inhibitors | hit rate 0.28% among 200,000 | AID 1379; note: % is set by controls: 0 for no effect and ±100 for the full control effect; nearly all actives have a fitted effect of over 60% in size
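Compound is pinned into ATP-containing buffer (10 uM ATP, imidazole pH 7.2, 7 mM MgCl2). Kinase-Glo luciferase reagent is then added. Light output is recorded following an 8-min room-temperature incubation.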
Tau fibril ThT: inhibitors of human tau fibril formation, thioflavin T binding; P10636; recombinant tau K18 P301L (four-repeat tau fragment), heparin-induced fibrillization, ThT fluorescence; Potency, µM (doses to about 57.4 µM), without a hit: at the highest dose activity, negative = inhibition, usual class: inhibitors; hit rate 2.1% among 270,000; AID 1460; note: % is set by controls: 0 for no effect and ±100 for the full control effect; nearly all actives have a fitted effect of over 55% in size
Target sequence (P10636 561-689 P618L limits assumed): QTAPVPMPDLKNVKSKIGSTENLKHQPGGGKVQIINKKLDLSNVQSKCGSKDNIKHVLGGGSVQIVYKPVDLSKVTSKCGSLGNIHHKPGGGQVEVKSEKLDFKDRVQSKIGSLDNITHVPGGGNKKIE
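In this qHTS, human K18 P301L tau is incubated with compound and heparin for 6 hr at 37 C, and Thioflavin T fluorescence then reports fibril load.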
ALDH1A1 inh: ALDH1A1 (human) enzyme inhibition; AID 1030; Potency, µM (highest dose often 75.3 µM), inactives show at the highest dose activity, negative = inhibition, actives largely listed as inhibitors; hit rate 7.3% among 220,000; Purified ALDH1A1, NADH fluorescence, propionaldehyde substrate; P00352; active = well fitted inhibition curve with a large enough effect, not every such curve was filed as active; inconclusive = small, poorly fitted or top-dose-only effect, or another doubt; inactive = no such curve, though single readings can be large or run the other way;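 note: plate controls were no enzyme wells and a reference inhibitor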
Target sequence (P00352 whole entry, looked up): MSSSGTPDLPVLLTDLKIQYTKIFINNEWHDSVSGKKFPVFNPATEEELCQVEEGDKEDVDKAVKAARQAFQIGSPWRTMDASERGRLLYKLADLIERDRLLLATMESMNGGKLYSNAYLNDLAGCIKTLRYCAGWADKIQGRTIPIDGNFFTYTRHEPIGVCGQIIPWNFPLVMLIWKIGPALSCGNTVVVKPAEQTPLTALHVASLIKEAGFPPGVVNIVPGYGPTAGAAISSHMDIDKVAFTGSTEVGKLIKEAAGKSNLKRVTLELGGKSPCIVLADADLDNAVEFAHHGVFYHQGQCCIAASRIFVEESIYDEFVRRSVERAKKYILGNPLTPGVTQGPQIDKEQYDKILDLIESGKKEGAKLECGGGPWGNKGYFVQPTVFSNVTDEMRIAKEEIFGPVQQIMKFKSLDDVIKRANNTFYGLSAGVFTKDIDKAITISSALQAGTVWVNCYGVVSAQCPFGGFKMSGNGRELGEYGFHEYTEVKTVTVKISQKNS
LMNA splice mod: changes lamin A minigene splicing in HeLa cells. hit rate 0.01% among 200,000. AID 1487. HeLa LMNA splicing GFP/RFP minigene ratio, 48 h. Potency, µM (doses to about 46.1 µM), inactives show at the top dose ratio change, negative = inhibition, most hits filed as inhibitors; active = well fitted inhibition curve with a large enough effect in the signal ratio, with a control signal flat, not every such curve was filed as active; inconclusive = small, poorly fitted or top-dose-only effect, or effect the other way, or a change in a side signal; the % refers to the signal ratio; note: % is set by controls: 0 for no effect and ±100 for the full control effect
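S3 HeLa stable clones carrying a lamin A-EGFP splicing minigene plus DsRed2 were seeded at 600 cells/well in Opti-MEM with 2% FBS, pin-dosed and incubated 48 h at 37°C. Acumen cytometry (488 nm) gave the GFP/RFP total-intensity ratio.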
RECQ1 inh: inhibitors of human RECQ1 DNA helicase; AID 2549; P46063; Potency, µM (titrated, usually from 57.3 µM), inactives show top-dose activity, negative = inhibition, actives largely listed as inhibitors; RECQ1 DNA unwinding, red fluorescence kinetic read; hit rate 0.54% among 240,000;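 note: plate controls were vehicle for no effect and no enzyme for full effect; nearly all actives have a fitted effect of over 30% in size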
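50 nM RECQ1T1 preincubated 15 min with compound in Tris pH 8.0 buffer with MgCl2, DTT, Tween-20 and 2.5 ug/ml poly(dI-dC); started with 200 nM TAMRA/BHQ-2 forked duplex and 2 mM ATP. Unwinding read as fluorescence (525/598 nm), two reads 2 h apart.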
Starred values were filed as active, the others as inactive; i = inactive; ? = inconclusive; nt = no result given; & = joins results of further samples; [ ] = remark or other dose. Unless noted, calls come from the whole dose curve; as a rule, active = well fitted curve in the direction sought with a large enough effect; inconclusive = small, poorly fitted or top-dose-only effect, or another doubt; inactive = no such curve, though single readings can be large; an effect the other way counts as inactive or inconclusive. Potency is the fitted concentration of half-maximal effect. A portion of the library; rates above refer to the full screens.

| Compound | JMJD2E inh | L3MBTL1 block | SMN2 splice up | Luc counter | Tau fibril ThT | ALDH1A1 inh | LMNA splice mod | RECQ1 inh |
| --- | --- | --- | --- | --- | --- | --- | --- | --- |
| COc1ccccc1/C=C/C=N/NC(=O)c1cc(-c2ccc(C)o2)[nH]n1 | ? | -21% | nt | nt | -15% | -6% | nt | 10% |
| CCOC(=O)/C(C#N)=C/c1c(Oc2cc(C)cc(C)c2)nc2ccccn2c1=O | -5% | -1% | -28% | -1% | 9% | 6% | -1% | 0% |
| CC/C(O)=C1\C(=O)CC(c2ccccc2)CC1=NCCc1c(C)[nH]c2ccc(C)cc12 (stereo unspecified) | 16% | 6% | -19% | 0% | -10% | 2% | 9% | -4% |
| O=C(c1cccnc1Nc1ccc2c(c1)CCC2)N1CCOCC1 | -12% | nt | ? | -4% | 6% | 14% | -13% | i |
| CC1(C)CSC(=S)N1S(=O)(=O)c1ccccc1 | -3% | -6% | -36% | -10% | -6% | ? | -1% | -3% |
| CCOc1ccc(C2N(c3cc(Cl)ccc3OC)C(=O)C3CCCN32)cc1OC (stereo unspecified) | 3% | 5% | -1% | 2% | -4% | ? | 2% | -10% |
| CCc1ccccc1NC1=NCC(=O)N1Cc1ccc(OC)cc1 | -7% | -8% | nt | nt | -6% | -8% | -1% | -10% |
| CCSc1nnc(NC(=O)COc2ccccc2)s1 | 3% | nt | -2% | -5% | -17% | -5% | 0% | -3% |
| CN(C1CCCCC1)S(=O)(=O)c1ccc(C(=O)O)cc1 | 0% | -3% | 16% | 8% | -6% | -16% | 7% | 1% |
| CCN(CC)CCNC(=O)CCc1n[nH]c(=O)c2ccccc12 | -4% | 2% | -6% | -1% | 9% | 7% | 2% | -1% |
| COc1ccc(/C=C2/CC/C(=C\c3ccc(OC)c(OC)c3OC)C2=O)c(OC)c1OC | 4% | -11% | -27% | 2% | ? | ? | -18% | -4% |
| O=C(NC(=S)Nc1ccc(C(=O)N2CCOCC2)cc1)c1ccc([N+](=O)[O-])cc1 | -2% | -7% | 1% | -5% | -9% | 10µM* | 24% | -9% |
| Cc1ccnc(N2CCC(C(=O)NNC(=O)c3ccncc3)CC2)n1 | 2% | 2% | nt | 0% | -6% | ? | nt | -2% |
| CCNS(=O)(=O)c1ccc2nc(NC(=O)c3cccnc3)sc2c1 | -11% | 1% | 10% | -10% | -2% | 20% | 18% | -1% |
| CC1(OC(=O)C2CCCC2)C(=O)C=C2C=C(c3ccsc3)OC=C2C1=O (stereo unspecified) | -2% | nt | 8% | -6% | 16µM* | 0% | nt | -1%&-28% |
| COc1ccccc1CNC(=O)C1CC(c2c(Cl)cccc2Cl)=NO1 (stereo unspecified) | 10% | -1% | -2% | -1% | -16% | -28% | -2% | 3% |
| CC(C)(O)C#Cc1ccc(C(=O)NCc2ccccc2F)cc1 | 1% | 10% | -5% | 2% | -10% | 10% | 8% | i |
| O=C(O)c1cccc(C(=O)Cc2ccccc2)c1 | 0% | 7% | 6% | -18% | 1% | 2% | -2% | -4% |
| COCC(=O)Nc1cccc2ccccc12 | 9% | 2%[11.4 µM] | -1% | -1% | 10% | -11% | 9% | -8% |
| Cc1ccc(NC(=O)N2CCC(C(=O)NCc3ccc(F)cc3)CC2)cc1 | 6% | -6% | nt | nt | 8% | -5% | -4% | -5% |
| COc1ccccc1NC(=O)c1ccc(NC(=O)COC(=O)C(C)C)cc1 | 9% | -3% | -31%[inhibitor] | 0% | -5% | 0.89µM* | ? | -1% |
| O=C(COC(=O)c1ccc(Cl)s1)c1ccc[nH]1 | -6% | -3% | 4% | 5% | -10% | -7% | -9%[46 µM] | i |
| CC(=O)c1csc(COc2cc(Cl)cc(Cl)c2)n1 | 1% | 13% | nt | nt | ? | nt | nt | 7% |
| COc1ccc(-c2[nH]ncc2CN2CCCC(C(=O)c3cccc(OC)c3)C2)cc1 (stereo unspecified) | 1% | -9% | nt | 2% | -6% | 4% | 20%[46 µM] | i |
| Cc1c(/C=N/NC(=O)c2ccc3c(c2)OCO3)cnn1C | 1% | 0% | -3% | -5% | -8% | 0% | 15% | -4% |
| Cc1ccc(N2C(=O)CC(NNc3nc4ccccc4s3)C2=O)cc1C (stereo unspecified) | -3% | -6% | -1% | -2% | ? | -2% | -16% | i |
| C=CCNC(=O)CC1Nc2c3ccccc3nc(=S)n2C1=O (stereo unspecified) | 4% | 2% | 0% | 0% | -12% | -1% | nt | i |
| CCCN1CCC(=NNc2ccc(S(=O)(=O)N(CC)CC)cc2[N+](=O)[O-])CC1 | -16% | -2% | -13% | -3% | ? | 0% | -4%[46 µM] | i |
| N/C(Cc1ccc(Cl)cc1)=N\OC(=O)Cc1ccc([N+](=O)[O-])cc1 | -28% | -6% | -33%[inhibitor] | 2% | -17% | ? | -10% | -12% |
| CCC(C)Sc1cc(C(F)(F)F)c(C(=O)Nc2ccc(Cl)cc2)cn1 (stereo unspecified) | 2% | 31%[activator] | nt | nt | -7% | 11% | nt | 1% |
| COc1cc(OC)cc(C(=O)Nc2c(F)cccc2F)c1 | -1% | -6% | -5% | 0% | 11% | ? | -8% | 12% |
| CCc1c(C(=O)N2CCN(c3ccccc3F)CC2)[nH]c(C)c1C(C)=O | 7% | nt | -42%[inhibitor] | 15% | -12% | 11% | ? | -2% |
| Cc1cc(C)cc(N(CC(=O)Nc2ccc(-c3nc4ccc(C)cc4s3)cc2)S(C)(=O)=O)c1 | ? | -3% | 3%[1.84 µM] | -4% | ? | ? | -7% | -8% |
| COc1ccccc1N1CCN(Cc2cccs2)CC1 | ? | nt | ? | 0% | ? | ? | 9% | -1% |
| Cc1cc(C)n2nc(C(=O)N/N=C/c3cn(C)nc3C)nc2n1 | -2% | 0% | nt | nt | 2% | nt | nt | -3% |
| COc1ccc2[nH]c(-c3ccc(F)cc3F)cc(=O)c2c1 | nt | nt | nt | -1%[39.9 µM] | 2%[81.4 µM] | -4% | nt | i |
| CCCCOc1ccc(C(=O)NC(=S)Nc2ccc(CN3CCOCC3)cc2)cc1 | 4% | 9% | -1% | -9% | -1% | -7% | -7% | i |
| CS(=O)(=O)Nc1ccccc1NS(C)(=O)=O | -3% | 13% | nt | nt | 0% | nt | nt | i |
| COc1ccc(Sc2cc(C(F)(F)F)nc(-c3ccccn3)n2)cc1 | -1% | -3% | -38%[inhibitor] | 5% | -4% | -6% | -2% | -7% |
| COC(=O)c1cccc(NS(C)(=O)=O)c1 | -3% | -4% | nt | nt | 5% | nt | nt | i |
| CCN(CC(=O)Nc1ccc2c(c1)OCO2)Cc1nc2ccccc2c(=O)[nH]1 | 4% | 8% | -7% | -2% | -7% | ? | 13% | -6% |
| Cc1cc(OC(=O)C(C)(C)C)c([N+](=O)[O-])c(=O)[nH]1 | -6% | nt | -3% | -1% | -5% | 7% | nt | -3% |
| COc1ccc([C@@H]2[C@H]3C(=O)N(c4cccc(C(F)(F)F)c4)C(=O)[C@H]3ON2C)cc1 | 1% | 8% | 4% | 0% | 1% | 14µM* | -13% | -10% |
| COc1ccc(/C(O)=C2/C(=O)C(=O)N(CCN3CCOCC3)C2c2ccccn2)cc1OC (stereo unspecified) | ? | -8% | 13% | 1% | ? | ? | -6% | -4% |
| CCN(CC)CCNC(=O)C12CC3CC(CC(C3)C1)C2 | 7% | nt | 14% | -2% | -6% | 5% | 8% | 1% |
| O=C(c1cc(C(F)(F)F)cc(C(F)(F)F)c1)N1CCC2(CC1)CN(c1ccccc1)C2 | nt | nt | -20% | -1% | nt | -7% | nt | i |
| CCOc1ccc(C(=O)/C=C/c2cc(OC)c(OC)c(OC)c2)cc1 | ? | -5% | -57%[inhibitor] | 1% | ? | ? | ? | -21% |
| CCCCc1ccc(NC(=S)NCc2cccs2)cc1 | -3% | 2% | -11% | 1% | -17% | 2% | 4% | -9% |
| COc1ccc(C(=O)CSc2n[nH]c(N)n2)cc1 | 3% | nt | 23% | -4% | -6% | ? | -2% | i |
| Cc1ccccc1Nc1nnc(SCc2cc(=O)n3ccsc3n2)s1 | ? | 16% | 11% | 2% | ? | ? | 1% | 0% |
| COc1ccc(S(=O)(=O)N2CCC(C(=O)NCc3ccccc3)CC2)cc1OC | 13% | 5% | -1% | 3% | -5% | -2% | ? | i |
| Cc1ccc(CNC(=O)CCNC(=O)c2ccco2)cc1 | 11% | 1% | 5% | -2% | -10% | 10% | 13% | 6% |
| Cc1ccc(N(CC(=O)Nc2ccc(C)cc2C)S(=O)(=O)N2CCCC2)cc1 | 0% | nt | -7% | 4% | -6% | -13% | 2% | -3% |
| CC(C)C(O)(CC#CCN1CCCC1)c1ccccc1 (stereo unspecified) | -7% | -28% | -4% | 4% | -5% | 4% | -11%[46 µM] | -12% |
| C=CCc1cccc(CNc2c(C)n(C)n(-c3ccccc3)c2=O)c1O | -8% | -5% | 22% | 1% | -16% | -10% | -18% | i |
| CC1=CC(C)(C)n2c(O)c(N=N)c3c(C)c(C)cc1c32 | ? | -17% | nt | nt | 25µM* | nt | nt | -25% |
| CN(C)S(=O)(=O)N(CC(=O)N1CCN(c2ccccc2F)CC1)c1ccccc1 | -5% | 10% | nt | -1% | -5% | 1% | 9%[46 µM] | -2% |
| Cc1nc(N2CCOCC2)nc(OCCN(C)C)c1[N+](=O)[O-] | 0% | -10% | 6% | -4% | 0% | 1% | 1% | -19% |
| O=C(CCN1C(=O)c2cccc3cccc(c23)C1=O)Nc1ccccc1 | ? | nt | ? | -1% | 4% | 9% | -8%[46 µM] | -2% |
| O=C(CC1C(=O)NCCN1C(=S)Nc1ccccc1)Nc1ccc2c(c1)OCCO2 (stereo unspecified) | 10% | 3% | 0% | 1% | -2% | -16% | 1% | -8% |

Bioassay records as filed in PubChem.
